# Screens as filed in PubChem BioAssay.
# proCasp7 act: counter-screen: procaspase-7 (human) activation; recombinant procaspase-7, Ac-DEVD-pNA absorbance 405 nm; D23A/D198A/D206A triple mutant, cannot self-cleave; scale: DMSO 0, 5 µM enzyme 100; activation, % at 8.5 µM; 330,000 tested, 0.093% active;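 active means percent activation above the screen-wide mean plus 3 SD, cut at about 25% in these data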
# Target sequence (P55210 whole entry D23A/D198A/D206A): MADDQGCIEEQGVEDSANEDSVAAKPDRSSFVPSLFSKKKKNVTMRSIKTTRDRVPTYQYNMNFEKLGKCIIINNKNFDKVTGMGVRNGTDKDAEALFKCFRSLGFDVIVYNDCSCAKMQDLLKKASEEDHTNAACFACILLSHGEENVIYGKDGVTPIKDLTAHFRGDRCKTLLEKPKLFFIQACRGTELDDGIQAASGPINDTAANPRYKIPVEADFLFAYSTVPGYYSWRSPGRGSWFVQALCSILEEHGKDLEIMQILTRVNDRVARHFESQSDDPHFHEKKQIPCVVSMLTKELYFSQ
#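 signal = Epi-absorbance of released pNA at 405 nm, two timepoints | assay system = Uncleavable procaspase-7 mutant enzyme | reagent = Ac-DEVD-pNA substrate, 400 µM as added | times = 1 h enzyme–compound preincubation and 2 h substrate reaction, both 25 °C | benchmarks = low DMSO alone, high DMSO plus 5 µM PC-7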
# CIT2 TOR yeast: yeast TOR pathway CIT2-GFP modulation; S. cerevisiae CIT2-GFP strain, flow cytometry, 3 h; 100 means same as DMSO wells; GFP response vs DMSO, % at 10 µM; 320,000 tested, 0.065% active;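 active means GFP response relative to DMSO above a set limit, near the screen mean plus 3 SD, cut at about 150% in these data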;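 further: ratio of well median GFP fluorescence to mean of DMSO wells on the plate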
# AGP1-GFP MLPCN: yeast TOR pathway AGP1-GFP modulation; 320,000 tested, 0.02% active; S. cerevisiae AGP1-GFP multiplex flow cytometry, 3 h; GFP as percent of DMSO wells; GFP response vs DMSO, % at 10 µM;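 active means GFP response relative to DMSO above a set limit, near screen average plus 3 SD, cut at about 150% in these data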;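 further: median GFP channel fluorescence of the gated AGP1 strain per well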
# proCasp3 act: activates human procaspase-3 | recombinant procaspase-3 D3A, Ac-DEVD-pNA absorbance 405 nm | 330,000 tested, 0.11% active | AID 463141 | activation, % at 8.5 µM;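 active means activation above the mean of all tested compounds plus 3 SD, cut at about 21% in these data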;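 further: 0% = DMSO alone and 100% = DMSO wells spiked with extra 5 µM PC-3 D3A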
#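 Assay system: Procaspase-3 D3A mutant, all three cleavage aspartates alanine. Buffer or medium: Zinc-free HEPES saline buffer with Triton X-100. Times: 1 h compound preincubation, 2 h substrate hydrolysis at 25 °C. Measured by: 405 nm absorbance of p-nitroaniline, reads at 0 and 120 min. Read-out basis: percent activation relative to control range. Replicates: singlicate.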
# AHR activator: human AHR activation | 320,000 tested, 2.5% active | activation, % at 5 µM | AHR-responsive luciferase reporter cells, luminescence; in the data active means activation above about 47%;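 further: 0% = vehicle wells and 100% = reference agonist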
# Target sequence (P35869 whole entry, looked up): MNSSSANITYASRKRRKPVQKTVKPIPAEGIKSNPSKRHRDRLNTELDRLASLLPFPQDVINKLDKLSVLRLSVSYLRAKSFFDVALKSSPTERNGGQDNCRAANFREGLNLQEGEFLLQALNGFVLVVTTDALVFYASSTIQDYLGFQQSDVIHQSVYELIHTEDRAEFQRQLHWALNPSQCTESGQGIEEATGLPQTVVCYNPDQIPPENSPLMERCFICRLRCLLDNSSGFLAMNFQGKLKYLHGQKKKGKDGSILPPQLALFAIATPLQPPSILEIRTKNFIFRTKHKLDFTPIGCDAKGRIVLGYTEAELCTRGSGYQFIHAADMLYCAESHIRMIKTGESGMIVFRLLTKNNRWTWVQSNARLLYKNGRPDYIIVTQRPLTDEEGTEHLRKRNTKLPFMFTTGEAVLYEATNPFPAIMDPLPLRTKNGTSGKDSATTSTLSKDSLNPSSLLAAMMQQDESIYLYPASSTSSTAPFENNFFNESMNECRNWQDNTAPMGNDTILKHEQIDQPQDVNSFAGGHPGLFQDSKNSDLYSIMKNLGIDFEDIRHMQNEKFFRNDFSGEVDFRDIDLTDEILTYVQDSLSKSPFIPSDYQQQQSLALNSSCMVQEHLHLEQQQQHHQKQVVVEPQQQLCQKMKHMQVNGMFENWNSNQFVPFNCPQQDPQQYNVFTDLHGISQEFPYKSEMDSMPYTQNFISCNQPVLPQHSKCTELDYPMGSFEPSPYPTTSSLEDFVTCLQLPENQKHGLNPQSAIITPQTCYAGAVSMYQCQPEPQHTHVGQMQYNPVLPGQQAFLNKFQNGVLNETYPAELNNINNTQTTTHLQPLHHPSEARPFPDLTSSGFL
# RPL19A TOR yeast: modulators of TOR pathway RPL19A-GFP in S. cerevisiae; S. cerevisiae RPL19A-GFP strain, flow cytometry, 3 h; active compounds read low; percent response vs DMSO, % at 10 µM; 330,000 tested, 0.3% active;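 active means percent response vs DMSO below 50%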;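 further: median channel GFP fluorescence of the barcoded RPL19A-GFP strain; ratio of sample median GFP to plate DMSO average so 100% = DMSO; lower means less RPL19A-GFP as with rapamycin TOR inhibition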
# LAP4-GFP MLPCN: modulators of TOR pathway LAP4-GFP in S. cerevisiae. 320,000 tested, 0.34% active. AID 2023. GFP response vs DMSO, % at 10 µM. S. cerevisiae LAP4-GFP multiplex, flow cytometry GFP, 3 h; median GFP as percent of DMSO wells;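 active means GFP response vs DMSO above a set limit, about the screen mean plus 3 SD, cut at about 150% in these data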
# MEP2 TOR yeast: yeast TOR pathway MEP2-GFP modulation; GFP response vs DMSO, % at 10 µM; 330,000 tested, 0.51% active; AID 2016; S. cerevisiae MEP2-GFP strain, flow cytometry GFP, 3 h; 100% = DMSO control level;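 active means GFP response versus DMSO above a set limit, roughly screen mean plus 3 SD, cut at about 180% in these data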;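 further: median GFP fluorescence of the barcode-gated MEP2-GFP cells per well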
# Active calls of the source: *; . = no result given.
SMILES,proCasp7 act,CIT2 TOR yeast,AGP1-GFP MLPCN,proCasp3 act,AHR activator,RPL19A TOR yeast,LAP4-GFP MLPCN,MEP2 TOR yeast
COc1ccccc1CNC(=O)c1ccc(Cl)c(S(=O)(=O)N2CCCC2)c1,5,88,86,7,3,97,87,98
COc1ccc(Cl)cc1NC(=O)CSc1nnc(C2CC2)n1C,5,98,97,-1,9,100,102,107
O=[N+]([O-])c1ccc2nccn2c1,3,96,101,-4,0,100,107,101
CCOC(=O)c1ccc(CSc2ncn[nH]2)o1,2,.,107,6,0,108,99,106
CN(/N=C/c1cccs1)c1cc(=O)n(C)c(=O)[nH]1,-6,100,100,-5,9,98,99,108
CCOC(=O)c1ccc(NC(=S)N2CCCC(C(=O)OCC)C2)cc1 (stereo unspecified),-4,91,92,2,0,92,96,95
Cc1ccc(C(=O)Nc2ccc3c(c2)OCO3)cc1S(=O)(=O)N1CCCC1,-11,95,98,-3,82*,100,103,102
COc1ccc(OCCNC(=O)CSc2ccc(C(F)(F)F)cc2[N+](=O)[O-])cc1,5,101,101,-1,-2,99,93,98
O=C(NC(=S)N1CCCc2ccccc21)c1ccc(Cl)cc1,-10,84,80,-6,44,95,101,98
N#C/C(=C\C=C\c1ccccc1)c1nc(-c2ccc(Cl)cc2)cs1,-16,103,95,-8,4,97,93,91
CCOC(=O)c1c(C)[nH]c2c1cc(O)c1ccccc12,-5,92,90,0,12,92,92,94
CCOC(=O)c1c(C)oc2cc(Cl)c(O)c(CN(C)C)c12,4,74,101,-1,8,97,92,92
Cc1[nH][nH]c(=O)c1[C@@H](c1ccccc1[N+](=O)[O-])C(C#N)C#N,-11,96,106,-7,38,102,102,100
COc1ccc(C2CC(c3cccs3)=Nc3ccccc3S2)cc1 (stereo unspecified),-35,103,104,-10,24,101,106,105
CC(Sc1nnc(-c2cccnc2)n1-c1ccccc1)C(=O)NCc1ccc2c(c1)OCO2 (stereo unspecified),9,104,105,5,-2,102,101,106
O=C(Cn1cnc2ccccc2c1=O)OCC(=O)c1ccc2c(c1)OCCO2,-4,98,99,3,2,97,111,97
COc1ccc2oc(=O)c(C(=O)NCc3ccc(C)cc3)cc2c1,2,104,101,4,-6,104,96,109
Cc1cc2cc(CCNC(=O)CC(C)(C)C)c(=O)[nH]c2cc1C,5,93,98,-1,4,101,101,99
O=C1c2ccccc2C(=O)N1CCCn1nnc(-c2ccc(N3CCOCC3)cc2)n1,-1,90,99,3,1,105,101,104
CCn1c(SCC(=O)N2CCc3ccccc32)nnc1-c1c[nH]c2ccccc12,6,99,99,-3,2,99,98,99
CCc1nc2sc3c(c2c(=O)n1NC(=O)CCl)CCCC3,-1,103,99,0,2,98,94,97
S=C(NCC1COc2ccccc2O1)Nc1ccc(Br)cc1 (stereo unspecified),1,98,100,4,21,102,93,93
CCOC(=O)c1ccc(NC2Nc3cc(C)nn3S2)cc1 (stereo unspecified),-16,95,94,-8,5,93,103,96
S=c1[nH]nc(-c2ccc(Cl)cc2)n1/N=C/c1ccco1,-17,103,99,-11,23,98,114,98
Cc1ccc(S(C)(=O)=O)cc1C(=O)OCC(=O)N(Cc1ccccc1)Cc1ccccc1,2,91,100,1,-1,98,98,103

# With a hit mark in AHR activator, of those listed so far:
SMILES | CIT2 TOR yeast | AGP1-GFP MLPCN | proCasp3 act | AHR activator | RPL19A TOR yeast | LAP4-GFP MLPCN | MEP2 TOR yeast
Cc1ccc(C(=O)Nc2ccc3c(c2)OCO3)cc1S(=O)(=O)N1CCCC1 | 95 | 98 | -3 | 82* | 100 | 103 | 102

# Additional records:
SMILES,proCasp7 act,CIT2 TOR yeast,AGP1-GFP MLPCN,proCasp3 act,AHR activator,RPL19A TOR yeast,LAP4-GFP MLPCN,MEP2 TOR yeast
C=CCNC(=O)c1cccn1-c1ccsc1C(=O)OC,0,111,103,1,6,100,98,101
CN1CCN(c2ccc(C(CC(N)=O)NC(=O)Cc3ccc(Br)cc3)cc2[N+](=O)[O-])CC1 (stereo unspecified),-3,78,86,6,-3,97,101,97
CC(C)C1N=C2c3ccccc3N=C(SCC#N)N2C1=O (stereo unspecified),15,93,95,-2,-1,97,99,104
CN(C)CCNc1c(N)c(=O)oc2ccccc12,6,100,110,-5,5,104,102,102
O=C(O)CNC(=O)CC12CC3CC(CC(C3)C1)C2,1,119,113,-2,2,104,113,112
COc1cc(C=O)ccc1OC(=O)c1ccc(C(C)C)cc1,4,76,87,-3,3,102,113,93
CC(O)/C=C/c1ccc2ccccc2n1 (stereo unspecified),-10,106,105,5,9,105,112,104
COc1ccc(-n2nc(C(=O)NCC(=O)NCC3CCCO3)c3ccccc3c2=O)cc1 (stereo unspecified),0,104,104,-1,7,100,100,97
CCOC(=O)c1[nH]c2ccc(OC)cc2c1NC(=O)CN1CCC2(CC1)OCCO2,-17,95,95,-5,6,102,95,97
Cc1ccc(C)c(N2CCN(C(=O)CCC(=O)N3CCOc4ccc(Cl)cc43)CC2)c1,-1,81,85,-4,-1,85,98,84
Cc1ccc2occ(/C=N/NC(N)=S)c(=O)c2c1,-14,104,106,9,25,105,101,105
c1coc(CNCc2cccs2)c1,1,98,104,2,-1,103,110,102
Cc1ccc(C(=O)N2CCN(C(=O)CN3CCOCC3)C2)cc1,-4,112,109,2,5,101,108,114
Cc1ccc(N2C(=O)N(CC(=O)Nc3ccc(C)cc3Cl)C(=O)C2C)cc1 (stereo unspecified),10,96,110,6,1,101,117,101
Cc1csc(NC(=O)CSc2nnc(NC(=O)C3CC(=O)N(c4ccccc4)C3)s2)n1 (stereo unspecified),2,106,110,4,5,114,100,109
O=C(O)c1cc2c([nH]c1=O)CCCC2,-8,83,90,-2,5,96,98,92
CC(C)(C)c1ccc(C(=O)NCCC(=O)N2CCN(c3ncccn3)CC2)cc1,1,87,88,2,5,92,88,98
COCCN(Cc1cc2cc(C)ccc2nc1Cl)C(=O)Nc1ccccc1C,-8,111,102,-11,1,101,109,99
O=C(NC1CCCCC1)N1CCCc2ccccc21,8,101,100,2,3,96,101,100
COc1ccc(NC(=O)C(NC(=O)Cc2cccs2)c2ccc(C)cc2)cc1 (stereo unspecified),9,100,106,2,0,98,96,103
CN(Cc1ccccc1)C(=O)c1ccc(NC(=O)C2CCN(C(=O)OC(C)(C)C)CC2)cc1,7,111,113,-4,-1,122,108,105
CCN(CC)CCNC(=O)C1(O)c2cc(Br)ccc2NC(=O)N1c1c(F)cccc1F (stereo unspecified),3,103,106,7,0,102,99,108
CCN1CCCC1CN(Cc1cc2ccc(C)cc2[nH]c1=O)C(=S)Nc1ccc(OC)cc1 (stereo unspecified),-5,88,94,11,-1,93,89,97
COc1ccc(/C=C2\SC(=S)N(CCC(=O)NCCCn3ccnc3)C2=O)cc1,-14,100,97,-11,-3,95,101,100
COc1cccc(NS(=O)(=O)c2c(C)n(C)c(=O)n(C)c2=O)c1,8,103,98,-2,2,97,101,103

# New compounds follow
SMILES,proCasp7 act,CIT2 TOR yeast,AGP1-GFP MLPCN,proCasp3 act,AHR activator,RPL19A TOR yeast,LAP4-GFP MLPCN,MEP2 TOR yeast
COc1cc(C2N3CC4(C)CN2CC(C)(C3)C4)ccc1O (stereo unspecified),0,105,105,5,-2,104,88,104
CCOC(=O)C1CCN(c2cc3c(cc2NC(=O)c2ccccc2F)n(C)c(=O)n3C)CC1,13,97,95,2,2,100,89,96
O=C(Nc1cccc(S(=O)(=O)N2CCCC2)c1)c1ccco1,9,107,101,2,0,99,100,98
O=C(COC(=O)CC1CC2CCC1C2)Nc1ccc(F)cc1 (stereo unspecified),6,89,92,2,3,100,81,86
COc1ccccc1NC(=O)C1CCCN(S(=O)(=O)c2cccc3nsnc23)C1 (stereo unspecified),-3,105,107,-1,6,104,104,100
C=CC(O)(C#CCN(CC)CC)c1ccccc1 (stereo unspecified),4,95,102,9,1,101,104,107
Cc1noc(C)c1COC(=O)C1CCN(C(=O)c2ccc(Cl)cc2)CC1,-3,89,95,11,0,88,100,95
O=C(NNC(=O)c1ccccc1Cl)c1csc(N2CCOCC2)n1,0,97,107,-5,20,100,103,101
Cc1cc(N2CCCCC2)nc2ccc(NC(=O)CCC(=O)NCCC(C)C)cc12,3,88,89,-8,30,90,88,89
CC(C)CNC(=O)c1ccccc1NC(=O)CN(c1ccc2c(c1)OCCO2)S(C)(=O)=O,-1,105,105,13,-1,101,100,105
Cc1ccc(SCC(=O)NCCSC(C)(C)C)cc1,3,101,100,4,5,98,101,105
Cc1occc1C(=O)N1CCC2(CCCN(Cc3ccc(F)c(F)c3)C2)C1 (stereo unspecified),-3,96,97,-3,-3,96,98,96
O=[N+]([O-])c1cnc2ccccn12,6,.,.,2,0,99,.,104
O=C(Cn1nc(-c2ccc3c(c2)OCCO3)ccc1=O)Nc1cccc(NC(=O)c2ccccn2)c1,7,101,104,10,6,100,105,98
Cc1cccc(NC(=O)CSc2nnc(CSc3nc(C)cc(C)n3)n2Cc2ccco2)c1,-4,.,101,-11,16,102,84,97
COc1ccc(CCNC(=O)C2CCCN2C(=O)Nc2ccccc2)cc1OC (stereo unspecified),0,86,84,-6,-2,91,85,82
CCCCOc1ccc(/C=C/C(=O)N(CC)CC(=O)Nc2ccc3c(c2)OCCO3)cc1OC,3,79,91,1,3,86,94,91
Cc1ccc(-c2nnc(SCC(=O)N/N=C/c3cccs3)n2-c2ccc(C)cc2)cc1,13,107,103,4,0,104,92,96
O=C(Nc1nc(-c2ccc(-c3ccccc3)cc2)cs1)C1CCCO1 (stereo unspecified),0,109,105,-5,-3,106,107,111
Cc1ccc(O)c(NC(=O)CSc2n[nH]c(C)c2[N+](=O)[O-])c1,0,104,101,1,12,98,99,100
c1ccc(-c2cc(-c3ccccc3)on2)cc1,10,94,98,6,22,94,114,97
Cc1cc(/C=N/NC(N)=O)c(C)c(CO)c1,-4,103,110,10,-3,106,108,108
CCc1ccccc1NC(=S)N(Cc1ccco1)C(C)c1cccs1 (stereo unspecified),2,93,101,3,1,99,112,111
COc1cc(C(=O)Nc2ccc3c(c2)OCCO3)ccc1OC(C)C,2,93,91,2,29,103,94,102
O=C(NNc1ccccn1)C(=O)NNS(=O)(=O)c1ccc(Cl)cc1,-9,105,104,7,2,103,106,104
COc1ccccc1C(=O)Nc1ccc(OCC(=O)N2CC(C)CC(C)C2)cc1 (stereo unspecified),3,96,95,3,-5,94,100,92
CCOC(=O)Cc1c(C)nc2c(-c3ccc(Cl)cc3)c(C)[nH]n2c1=O,6,92,96,-1,5,94,94,99
NN/C(=C\[N+](=O)[O-])Nc1ccccc1,2,106,107,-6,39,107,96,107
Cc1cc[n+](CC(=O)Nc2cc(C(F)(F)F)ccc2Cl)cc1,4,100,100,0,-1,97,103,104
Cc1onc(-c2ccccc2Cl)c1C(N)=O,4,102,98,-7,1,94,94,95

# Part of the list above, showing only AHR activator.
structure,AHR activator
Cc1cc(/C=N/NC(N)=O)c(C)c(CO)c1,-3
CCc1ccccc1NC(=S)N(Cc1ccco1)C(C)c1cccs1 (stereo unspecified),1
COc1cc(C(=O)Nc2ccc3c(c2)OCCO3)ccc1OC(C)C,29
O=C(NNc1ccccn1)C(=O)NNS(=O)(=O)c1ccc(Cl)cc1,2

# Compound profiles, from the list above. Screens in order: proCasp7 act | CIT2 TOR yeast | AGP1-GFP MLPCN | proCasp3 act | AHR activator | RPL19A TOR yeast | LAP4-GFP MLPCN | MEP2 TOR yeast
# Entry for `CCCCOc1ccc(/C=C/C(=O)N(CC)CC(=O)Nc2ccc3c(c2)OCCO3)cc1OC` → 3 | 79 | 91 | 1 | 3 | 86 | 94 | 91
# Entry for `O=[N+]([O-])c1cnc2ccccn12` → 6 | . | . | 2 | 0 | 99 | . | 104
